# M1 ag parental: nonselective activator or artifact in parental CHO-K1 cells | Fluo-8 calcium fluorescence; scaled to maximal ATP response, vehicle zero | activation, % at 3 µM | hit rate 0.48% among 360,000; in the data active = activation above about 15%;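 also: untransfected CHO-K1 host cells lacking M1 receptor as counterscreen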
# TAAR1 antagonist: human TAAR1 antagonism; hit rate 1.5% among 360,000; inhibition, % at 3 µM; CHO RD-HGA16 TAAR1, Fluo-8 calcium fluorescence, antagonist; Q96RJ0;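 active = inhibition above a per-plate cutoff, the mean inhibition of test compounds on that plate plus 3 SD, cut at about 49% in these data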;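 also: 0% = DMSO plus EC80 beta-PEA response and 100% = DMSO alone without agonist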
#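 Test system – hTAAR1-expressing CHO RD-HGA16 cells, Gα16-coupled · Also added – β-PEA at EC80 concentration, post-compound challenge · Compound – 3 µM, single point · Incubation – dye loading 75 min at 37 °C, then 30 min room temperature · Measured by – Fluo-8 intracellular calcium dye fluorescence, real-time kinetic reads · Benchmarks – vehicle and agonist controls · Replicates – singlicate, one well per test compound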
# CHO-K1 Ca antag: counter-screen for M1 antagonists: effect in parental CHO-K1 cells. ATP-induced calcium, Fluo-8 fluorescence. inhibition, % at 3 µM. hit rate 0.6% among 360,000. AID 602250;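 active = inhibition above a per-plate cutoff, the plate's mean sample inhibition plus 3 SD, cut at about 24% in these data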;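 also: 0% = DMSO plus EC80 ATP and 100% = DMSO alone without ATP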
# M1 ag: activates human CHRM1 receptor | P11229 | CHO-K1 hM1, Fluo-8 calcium fluorescence, agonist mode; 0% DMSO, 100% acetylcholine EC100 | activation, % at 3 µM | hit rate 0.33% among 360,000 | AID 588814;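 active = activation above the run's mean compound activation plus 3 SD, cut at about 16% in these data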;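 also: peak over basal fluorescence ratio within a 140 s kinetic read after compound addition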
# Target sequence (P11229 whole entry, looked up): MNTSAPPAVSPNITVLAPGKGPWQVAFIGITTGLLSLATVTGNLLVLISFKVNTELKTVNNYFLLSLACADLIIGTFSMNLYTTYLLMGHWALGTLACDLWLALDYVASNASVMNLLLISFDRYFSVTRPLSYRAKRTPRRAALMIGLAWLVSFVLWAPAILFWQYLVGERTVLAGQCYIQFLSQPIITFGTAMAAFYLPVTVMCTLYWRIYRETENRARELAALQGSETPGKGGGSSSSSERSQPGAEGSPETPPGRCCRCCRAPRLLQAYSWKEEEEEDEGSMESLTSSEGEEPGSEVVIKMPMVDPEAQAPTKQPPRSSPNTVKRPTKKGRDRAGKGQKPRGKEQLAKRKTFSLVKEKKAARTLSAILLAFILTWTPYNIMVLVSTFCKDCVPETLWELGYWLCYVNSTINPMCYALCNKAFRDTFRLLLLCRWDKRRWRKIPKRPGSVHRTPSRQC
# OXTR potentiator: potentiators of human oxytocin receptor; P30559; CHO-OTR cells, Fluo-8 calcium fluorescence, potentiator mode; 0% = oxytocin EC15, 100% = EC100; activation, % at 3 µM; hit rate 0.061% among 320,000;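 active = activation above that plate's cutoff, the mean activation of tested compounds plus 3 SD, cut at about 6.6% in these data, passing the limit was not always enough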;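 also: 100% uses oxytocin at 75 nM as the full agonist control; some results filed as inactive read as strong as hits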
# Target sequence (P30559 whole entry, looked up): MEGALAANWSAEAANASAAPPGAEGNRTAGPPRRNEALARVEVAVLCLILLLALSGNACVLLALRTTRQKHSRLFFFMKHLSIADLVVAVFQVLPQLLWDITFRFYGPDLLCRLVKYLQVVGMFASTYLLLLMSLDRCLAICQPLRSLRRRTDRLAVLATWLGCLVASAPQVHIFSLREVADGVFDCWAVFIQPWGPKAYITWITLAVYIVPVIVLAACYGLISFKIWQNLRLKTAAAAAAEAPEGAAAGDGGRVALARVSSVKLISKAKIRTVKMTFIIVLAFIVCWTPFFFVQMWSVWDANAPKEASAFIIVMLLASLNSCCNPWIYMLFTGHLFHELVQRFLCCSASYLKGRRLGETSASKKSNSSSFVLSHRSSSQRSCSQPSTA
#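 Material: CHO-OTR cells, human receptor; compound dosing: single dose, 3.0 µM nominal final compound concentration; schedule: 6 min compound pre-incubation at room temperature, 100 s kinetic read; measured by: kinetic Fluo-8 calcium fluorescence; read-out basis: % activation vs EC15 and EC100 oxytocin; controls: EC15 oxytocin alone as 0%, 75 nM oxytocin as 100%; replicates: singlicate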
# CHO parental Ca: signal in parental CHO cells, OX1R antagonist counter-screen; parental CHO-K1, ATP-induced calcium, Fluo-8 fluorescence; hit rate 0.63% among 330,000; AID 463079; inhibition, % at 5.6 µM;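 active = inhibition above that plate's mean sample inhibition plus 3 SD, cut at about 26% in these data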;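 also: 0% = ATP-challenged DMSO wells and 100% = DMSO wells without ATP; some compounds past the cut are filed as inactive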
#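 test system = CHO parental line | reagent = ATP stimulus | measured by = intracellular calcium via Fluo-8 no-wash fluorescent dye | control set = ATP and no-ATP DMSO wells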
# V1R ag counter: activates human V1a receptor in oxytocin agonist counter-screen; CHO-V1R cells, Fluo-8 calcium fluorescence, agonist mode; 0% DMSO, 100% 3 nM vasopressin; P37288; hit rate 0.25% among 320,000; activation, % at 3 µM;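 active = activation above the mean activation of all tested compounds plus 3 SD, per screening run, cut at about 20% in these data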;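 also: signal is peak over basal fluorescence ratio across a 100 second FLIPR read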
# TAAR1 ag: human TAAR1 agonism; Q96RJ0; CHO RD-HGA16 TAAR1, Fluo-8 calcium fluorescence; vehicle wells 0%, saturating PEA agonist 100%; activation, % at 3 µM; hit rate 0.99% among 360,000; AID 624467;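 active = activation above the mean activation of all test compounds in the run plus 3 SD, cut at about 38% in these data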
#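 Test system: RD-HGA16 (CHO) cells co-expressing Gα16 and hTAAR1 / Benchmarks: DMSO vehicle as 0%, PEA at EC100 as 100% / Repeats: no replicates (n 1) / Measure: % activation from peak over basal fluorescence ratio, DMSO-to-PEA scaled / Timing: 17-24 h plating, Fluo-8 75 min 37 °C, 30 min RT / Technique: kinetic Fluo-8 calcium fluorescence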
# M1 PAM parental: counter-screen for M1 PAMs: effect in parental CHO-K1 cells | activation, % at 3 µM | hit rate 0.02% among 360,000 | ATP EC20, Fluo-8 calcium fluorescence; 0% at ATP EC20, 100% at ATP max | AID 602247;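 active = activation above the run cutoff, the mean activation of all test compounds plus 3 SD, cut at about 40% in these data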;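 also: peak over basal fluorescence ratio in a 140 s read after ATP addition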
# Numbers without * were called inactive; · = no result given.
# The line under a structure holds: M1 ag parental, TAAR1 antagonist, CHO-K1 Ca antag, M1 ag, OXTR potentiator, CHO parental Ca, V1R ag counter, TAAR1 ag, M1 PAM parental
- COc1ccc(/C=C/CN2CCCC(CCC(=O)NCc3ccc(F)c(F)c3)C2)cc1 (stereo unspecified)
    0.1, -4, 0, -14, -2, -4, 0.0, 9, 1
- COc1ccc(-n2c(SCC(=O)NC3CCCCC3)nc3ccsc3c2=O)cc1
    0.3, -9, -11, -4, -3, -8, -0.8, 9, 7
- O=C(NC1CCCCC1)c1ccc2ccccc2c1
    0.1, -1, -19, -6, ·, ·, ·, 1, 13
- CCn1c(SCC(=O)Nc2cc(C)ccc2C)nnc1-c1cnccn1
    0.2, 3, 6, -5, -1, -7, 0.9, 7, -3
- Cc1cccc(OCC(O)Cn2c(=N)n(CCN3CCOCC3)c3ccccc32)c1 (stereo unspecified)
    0.5, -8, -13, -6, -16, -14, -0.8, 3, 18
- COc1ccc(NC(=O)N(C)C[C@H]2Oc3ccc(NC(=O)CCC(F)(F)F)cc3C(=O)N([C@H](C)CO)C[C@@H]2C)cc1
    0.2, 13, -10, -1, -6, 10, -0.1, 0, 4
- CC(NC(=O)C(=O)N1CCOCC1)C(c1cccs1)N1CCN(c2ccccc2F)CC1 (stereo unspecified)
    3.3, -32, -12, -1, -8, -16, 2.9, 5, 8
- O=C(N=C1SCC(=O)N1c1ccccc1)c1ccco1
    0.5, -21, 5, -3, -11, -22, -0.1, 1, 17
- CC(C)CNC(=O)COC(=O)c1cccc(S(=O)(=O)NCC(F)(F)F)c1
    0.5, -30, -8, -2, 4, 0, 0.2, 2, 3
- CCCn1c(SCC(=O)c2cc(C)c(C)cc2C)n[nH]c1=O
    0.8, 16, -8, -1, -17, -17, 7.9, 8, -3
- COc1ccccc1C(=O)Nc1cccc2nc(C)ccc12
    1.5, 22, -4, -4, 6, -20, 0.8, 3, 8
- CC(=O)NN1C(=O)c2ccc(Oc3ccc([N+](=O)[O-])cc3)cc2C1=O
    1.5, -9, -17, 0, -3, -2, 1.7, 3, 18
- O=C(NCc1cccnc1)c1cc(C2CCCCN2S(=O)(=O)Cc2ccccc2)on1 (stereo unspecified)
    0.8, -20, -4, -8, ·, ·, ·, 2, 2
- COc1ccccc1C(=O)NNC(=O)c1cc2ccccc2cc1O
    0.9, 3, 0, 0, ·, ·, ·, 1, -7
- COc1cc(SC)ccc1C(=O)N1CCN(c2ccccc2OC)CC1
    1.8, 5, -1, -1, -10, -21, 1.5, 6, 12
- Cc1cccc(-n2cnc3c(c2=O)c2nc4ccccc4nc2n3Cc2ccco2)c1
    -0.1, 3, -9, -7, -8, -23, -1.8, 7, 15
- COc1cc(-c2ccc3cc(OC)c(OC)c(OC)c3c2)cc(OC)c1OC
    -0.3, 11, -9, -7, ·, ·, ·, -1, 5
- CN1CCCN(S(=O)(=O)c2ccc3ccccc3c2)CC1
    -0.8, 6, 11, -9, -4, -11, -0.6, -2, -7
- COc1cc(CNc2ccc(NC(C)=O)cc2)ccc1OCc1ccccc1C
    0.8, -23, -9, -2, -5, 3, 5.9, 1, 14
- COc1ccc(OCCOCCOc2ccc(C)cc2[N+](=O)[O-])cc1
    0.2, -1, -8, -4, -2, -18, 1.1, 3, 17
- CCOc1ccccc1NC(=O)C1CCCN1S(=O)(=O)c1ccccc1C(F)(F)F (stereo unspecified)
    0.2, -2, -6, -2, -2, -21, 1.7, -1, 11
- CCOC(=O)c1c(C)nc(SCC(N)=O)c(C#N)c1-c1ccccc1
    0.6, 1, -9, -6, 0, -3, 0.3, 2, 8
- COc1ccc(C(=O)N/C(=C\c2cc(OC)c(OC)cc2[N+](=O)[O-])C(=O)NCCO)cc1
    0.7, -20, -21, -4, 4, -3, -0.1, 1, 14
- CN(CCOc1ccc(Cl)cc1)c1ccc(S(=O)(=O)N2CCCCC2)cn1
    0.7, 2, -5, -4, -5, -6, 0.2, 3, 14
- COc1ccc(-n2c(CCC(=O)O)ccc2-c2ccc(F)cc2)c(OC)c1
    0.8, -4, 4, -3, -12, -20, 0.1, 5, -2
- CC(C)(C)c1ccc(C(=O)NCCC(=O)Nc2ccc3c(c2)OCCO3)cc1
    1.5, -17, 4, -5, ·, ·, ·, 0, -6
- COc1cccc(CNC(=O)CCC(=O)N2Cc3cccc(OC)c3Oc3ncccc32)c1OC
    -0.1, -7, -5, -4, -10, -9, -1.3, -1, -9
- COC(=O)c1nnn(-c2nonc2N)c1CSc1nnc(N)s1
    0.1, -19, -2, -4, -4, 8, 0.1, 4, 0
- CCOC(=O)c1c(C)[nH]c(C(=O)CSc2nnc(-c3cccs3)n2Cc2ccccc2)c1C
    -0.1, 21, -10, -3, -15, -38, -1.1, 3, 18
- COC(=O)c1ccc(N=Cc2c(C(F)(F)F)[nH][nH]c2=O)cc1
    0.1, 11, -2, -8, -2, 2, 0.5, 13, 10

# Next part.
SMILES	M1 ag parental	TAAR1 antagonist	CHO-K1 Ca antag	M1 ag	OXTR potentiator	CHO parental Ca	V1R ag counter	TAAR1 ag	M1 PAM parental
COC(=O)CNC(=O)C(NC(=O)c1ccc(Cl)cc1)C(C)C (stereo unspecified)	-0.2	-1	0	-3	-10	-3	-0.3	2	3
Oc1ccc(CN2CCc3ccccc3C2)c2cccnc12	-0.1	62*	13	-6	-2	-13	-0.5	81*	-7
COc1ccc(CN(C)Cc2ccccc2)c(OC)c1OC	-0.3	-4	-1	-10	3	-5	0.7	1	-5
O=C(O)CC(Cc1ccc(Br)cc1)C(=O)Nc1ccccc1 (stereo unspecified)	1.4	4	-9	-5	-2	-3	0.5	8	15
COC(=O)c1nnn(CC(=O)NC(=O)Nc2cccc(C)c2C)c1C(=O)OC	5.1	10	4	8	-14	3	4.9	15	10
COc1cccc(N2CCN(CC(=O)NCc3ccccc3)CC2)c1	7.9	-8	0	8	-11	5	0.8	1	19
N/C(Cc1nc(-c2ccc(F)cc2)cs1)=N\O	0.1	-20	-16	-3	-3	0	1.1	0	17
CC1CC(C)CN(S(=O)(=O)CC23CCC(CC2=O)C3(C)C)C1 (stereo unspecified)	0.1	-2	-12	-6	-12	-22	-0.8	2	4
Cc1cc(C)c(C#N)c(SCC(=O)c2ccc(Cl)cc2Cl)n1	2.1	24	-10	-6	-12	-26	0.8	0	7
O=C(COc1ccc(-c2nnco2)cc1)N1CCOCC1	0.2	-26	3	4	-3	-3	1.1	4	0
CC(C)c1nc(NCc2ccccc2)c(C#N)c2c1CCCC2	0.2	-9	-6	-3	-2	-10	1.0	5	12
O=C(/C=C/c1ccccc1)N(c1ccccn1)C1CCCCC1	0.1	-5	10	-1	2	-7	-0.4	22	-6
COc1cccc(C2c3[nH]c4ccccc4c3CCN2CCCn2cccn2)c1 (stereo unspecified)	1.0	-1	-9	-14	-4	-33	0.1	4	10
Cc1ccc(NC(=O)CSc2nnc(Cc3cccn3C)n2-c2ccc(F)cc2)c(C)c1	-0.1	-33	-8	1	-1	-16	-0.3	0	5
O=C(NC1CCCC1)C(c1ccccc1F)N(C(=O)c1csnn1)c1ccccc1 (stereo unspecified)	1.4	5	-6	-6	·	·	·	0	8
COc1ccc(-c2cc(C(=O)Nc3ccc(S(=O)(=O)Nc4ncccn4)cc3)c3ccccc3n2)cc1	0.1	16	-2	-3	-3	-6	0.1	0	10
CCOC(=O)C1CCCN(CC(=O)/C=C2/N(C)c3ccccc3C2(C)C)C1 (stereo unspecified)	1.1	8	1	6	-13	-25	-0.9	4	11
Cn1cc(Cl)cc(C(=O)Nc2ccccc2)c1=O	1.3	-9	-12	-2	-9	-1	-0.1	1	-1
NC(=O)c1ccsc1NC(=O)CS(=O)(=O)c1ccccc1	1.9	6	-3	-2	-6	-7	0.9	0	18
Nc1ccccc1C(=O)Nc1nccs1	-0.2	-11	-16	-10	-7	-6	-0.2	15	8
CC/C(C)=N/Nc1nc(-c2cc3cccc(OC)c3oc2=O)cs1	-0.2	-12	3	-4	0	-21	-2.9	-1	-3
O=C(O)C1CC=CCC1C(=O)Nc1ccc(F)c(F)c1 (stereo unspecified)	0.1	9	-13	-5	-4	-13	0.4	5	-1

# Full records, looked up by structure. Order of values: M1 ag parental	TAAR1 antagonist	CHO-K1 Ca antag	M1 ag	OXTR potentiator	CHO parental Ca	V1R ag counter	TAAR1 ag	M1 PAM parental
# Profile of COc1cccc(C2c3[nH]c4ccccc4c3CCN2CCCn2cccn2)c1 (stereo unspecified) : 1.0	-1	-9	-14	-4	-33	0.1	4	10
# Profile of O=C(NC1CCCC1)C(c1ccccc1F)N(C(=O)c1csnn1)c1ccccc1 (stereo unspecified) : 1.4	5	-6	-6	·	·	·	0	8
# Profile of NC(=O)c1ccsc1NC(=O)CS(=O)(=O)c1ccccc1 : 1.9	6	-3	-2	-6	-7	0.9	0	18
# Profile of CC(C)c1nc(NCc2ccccc2)c(C#N)c2c1CCCC2 : 0.2	-9	-6	-3	-2	-10	1.0	5	12
# Profile of CCOC(=O)C1CCCN(CC(=O)/C=C2/N(C)c3ccccc3C2(C)C)C1 (stereo unspecified) : 1.1	8	1	6	-13	-25	-0.9	4	11

# Assay outcomes from PubChem.
